# T cell modulator: modulators of CD8 T cell-vesicle binding, primary screen, mouse 2C CD8+ T cells, flow cytometry; calls only at 7 µM; AID 2052, 2009; 2C CD8+ T cell-vesicle binding; hits give low values; 330,000 compounds, 0.068% hits;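 active = response, share of CD8 T cells binding vesicles, and their 90th percentile fluorescence all below set limits, cut at about 80% in these data, passing the limit was not always enough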
#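 Read-out – percent CD8+ FL2 mean versus row control · System – murine 2C transgenic CD8+ T lymphocytes · Times – 1.5 h cell–vesicle binding at 37 °C, then 20 min icy labelling · Control set – naked vesicles low, QL9 vesicles with vehicle high · Detection – cytometric PE anti-B7-1 and Alexa647 anti-CD8 signals after 1% paraformaldehyde fixation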
# WT yeast gro inh: growth inhibition of WT strain, primary screen, mitochondrial fusion inhibitor project, WT and mutant strains, chemical genetic; mitochondrial fusion phenotypic screen; inhibition, % at 10 µM; 190,000 compounds, 2.1% hits; in the data active = inhibition above about 58%; tested in S. cerevisiae
# Myeloid diff MLP: induction of myeloid progenitor differentiation, primary screen, cell-based, flow cytometry, MLPCN library; 360,000 compounds, 1% hits; ER-HoxA9 myeloid progenitors, lysozyme-GFP differentiation; calls only at 10 µM;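 active = normalized GFP-positive differentiation at or above the plate's own cutoff, the solvent-only control mean plus 3 SD; inconclusive = no clear call, values can overlap the other calls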;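 note: cells exposed to compound for four days before flow analysis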
# Large T inhibition: SV40 large T antigen inhibitors, biochemical (AID 1903); SV40 large T antigen ATPase/helicase inhibition assay; higher % means a stronger effect; one-dose inhibition, % at 20 µM; IC50 in µM for titrated hits; 310,000 compounds, 0.39% hits; in the data active = a potency from the dose series; inconclusive = inhibition mostly from about 32% at the one dose, without a potency; inactive = the rest, 99 in 100 with inhibition below about 32%; note: strong numbers were not always called active
# MgcRacGAP inhibition: MgcRacGAP GTPase-activating activity inhibitors, confirmation, biochemical, ADP Hunter fluorescence; Rac GTPase-activating protein 1 (Homo sapiens); MgcRacGAP-stimulated Rac1 GTP hydrolysis, ADP Hunter fluorescence; higher % means a stronger effect; GST-tagged Rac1 F28L mutant substrate; inhibition, % at 30 µM; hits with a dose series show IC50 in µM; 340,000 compounds, 0.6% hits; AID 624330, 2012;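 active = first-screen hits whose inhibition reached a set limit at any dose in the follow-up dose series; inconclusive = inhibition above the set first-screen limit but never retested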;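 note: fluorescence reports GDP produced by GAP-driven GTP hydrolysis; strong numbers were not always called active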
# RSV CPE inhibition: RSV antiviral activity via CPE protection, HEp-2 cells, primary 10 µM value included (AID 2391); HEp-2 cells, RSV-induced CPE inhibition; higher % means a stronger effect; CPE inhibition, % at 10 µM, or IC50 in µM where a hit was titrated; 310,000 compounds, 0.13% hits; in the data active = a potency from the dose series; inconclusive = CPE inhibition mostly from about 23% at the one dose, without a potency; inactive = the rest, 99 in 100 with CPE inhibition below about 21%; note: strong numbers were not always called active
# b-catenin transl: modulators of beta-catenin nuclear translocation, primary screen, imaging, HeLa cells, immunofluorescence, high-content | nuclear translocation activity, % at 5 µM | 190,000 compounds, 0.3% hits | AID 1665, 2009;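 active = nuclear translocation activity above 50% at 5 µM, with a well cell count of 50 or more; inconclusive = wells under 50 cells across six images, flagged as toxic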;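 note: per-cell ratio of nuclear to cytoplasmic median beta-catenin stain intensity; plate controls were DMSO negative control for no effect and GSK-3 inhibitor IX positive control for full effect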
#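 Signal – beta-catenin immunofluorescence imaging with DAPI · Test system – human HeLa cell line · Dosing – 5 µM primary single dose, 0.1% DMSO, 0.02–20 µM confirmation series · Measure – % activation, nuclear-to-cytoplasmic median beta-catenin signal ratio per cell · Incubation – 24 h compound exposure at 37°C, 5% CO2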
# PhoP inhibition: inhibitors of PhoP regulon expression, primary screen, Salmonella Typhimurium, GFP reporter (AID 1863). S. Typhimurium PhoP-regulated promoter GFP reporter, 4 h; higher % means a stronger effect. inhibition, % at 50 µM, or IC50 in µM where a hit was titrated. 300,000 compounds, 0.16% hits;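 active = inhibition over 29.93%, a cutoff 3 SD above the screen mean, later confirmed by dose response; inconclusive = inhibition over 29.93% but no dose response follow-up; inactive = inhibition at most 29.93% or unconfirmed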;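 note: 0% = low Mg2+ inducing control and 100% = high Mg2+ repressing control; strong numbers were not always called active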
# West Nile virus CPE: West Nile virus antiviral activity, cell-based, CPE readout (AID 1621). West Nile virus-infected cells, CPE inhibition; higher % means a stronger effect. 290,000 compounds, 0.02% hits. CPE inhibition, % at 10 µM; hits with a dose series show IC50 in µM; in the data active = a potency from the dose series; inconclusive = CPE inhibition mostly from about 3.7% at the one dose, without a potency; inactive = the rest, 99 in 100 with CPE inhibition below about 2.2%; note: strong numbers were not always called active
# WT yeast gro inh mutant strain: also measured in WT yeast gro inh; calls as there; inhibition, %; mitochondrial fusion phenotypic screen, mutant strain inhibition
# b-catenin transl cell count 5 µM: also measured in b-catenin transl; calls as there; cell count; measured here: cell count, cytotoxicity flag
# T cell modulator vesicle-bound %: second read-out of T cell modulator, no call of its own (marks repeat the call); double positive events, %; measured here: CD8+ vesicle-bound cell fraction;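 binding gate set so that unloaded-vesicle control wells show 10% double positive cells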
# Myeloid diff MLP GFP+ MAC1+ %: recorded beside Myeloid diff MLP, whose call it bears; GFP+ MAC1+ double positive, %; measured here: differentiation confirmed by MAC1 staining
# Active calls of the source: *; i = inactive; ? = inconclusive; / = no result given; + = active, no number; & = joins results of further samples.
SMILES,T cell modulator,T cell modulator vesicle-bound %,WT yeast gro inh,WT yeast gro inh mutant strain,Myeloid diff MLP,Myeloid diff MLP GFP+ MAC1+ %,Large T inhibition,MgcRacGAP inhibition,RSV CPE inhibition,b-catenin transl,b-catenin transl cell count 5 µM,PhoP inhibition,West Nile virus CPE
Cc1cc(C)c2nc(NC(=O)c3ccc(OCC4CCCO4)cc3)sc2c1 (stereo unspecified),i,46,29,27,i,0.3,10%,7%,2.0%,/,/,-9%,-1.1%
Cc1c(Cl)cccc1NC(=S)N1CCCN(Cc2ccc(F)cc2)C1,i,35,2,-2,i,0.6,15%,8%,-2.5%,0.6,1044,-1%,-0.3%
Cc1cc([N+](=O)[O-])cc(/C=N/n2c(C)nc3ccccc3c2=O)c1O,i,50,/,/,i,0.1,25%,12%,2.0%,-0.5,1329,2%,-0.1%
O=C(NCCN1CCOCC1)C(=O)NCC1OCCN1S(=O)(=O)c1ccc(F)cc1 (stereo unspecified),i,15,/,/,/,/,29%,7%,0.5%,/,/,-6%,0.1%
O=C(CSc1ncc(-c2ccccc2)[nH]1)Nc1ccccc1,i,10,-4,-20,i,2.5,-2%,2%,-0.5%,-0.2,1131,3%,0.6%
O=C(/C=C/c1cccc([N+](=O)[O-])c1)Nc1cccc(NC(=O)c2ccco2)c1,i,12,-2,-5,i,0.4,14%,4%,7.4%,-1.0,1202,-1%,/
COc1ccc(S(=O)(=O)N(C)CC(=O)Nc2ccccc2SC)cc1,i,41,-7,-8,i,0.6,0%,1%,1.0%,/,/,-11%,0.2%
CSc1ccccc1C(=O)Nc1cc2c(cc1C(=O)O)OCCCO2,i,9,/,/,i,0.5,8%,7%,2.2%,/,/,0%,0.7%
COc1c2c(cc3c1C(CC(O)Cc1ccccc1)N(C)CC3)OCO2 (stereo unspecified),i,21,/,/,i,1.8,2%,7%,1.3%,/,/,1%,-1.1%
COc1ccc(OC)c(/C=C/C(=O)OCC(=O)NCc2cccs2)c1,i,30,/,/,i,0.4,/,1%,-0.8%,/,/,/,/
Cc1cc(N=NC(=O)c2ccccc2O)c2ccccc2c1O,i,39,19,-6,i,0.4,8%,15%,16%,-1.0,1097,-4%,/
C/C(=N\Nc1cc(N2CCOCC2)ncn1)c1ccccc1,i,46,/,/,i,0.8,5%,-4%,3.9%,/,/,0%,-0.2%
Cc1cccc(NC(=O)c2nc[nH]c2C(=O)N[C@@H](CCCCNC(=O)OC(C)(C)C)C(=O)OC(C)(C)C)c1,i,60,/,/,i,0.7,16%,11%,-4.6%,0.0,1311,4%,1.9%
O=C(NCc1cccs1)c1ccc(CS(=O)(=O)c2ccc(Cl)cc2)o1,i,23,-12,6,+,22*,7%,-2%,/,/,/,-1%,-0.3%
Cc1cccc(C)c1NC(=O)CSc1nnc(NC(=O)c2ccccc2C(=O)O)s1,i,58,/,/,i,0.5,14%,5%,0.3%,-1.9,1350,-8%,-0.1%
Cc1ccc(-n2c(SCC(=O)N(C)C)nnc2-c2ccco2)cc1,i,12,/,/,i,0.5,9%,6%,0.7%,/,/,-4%,0.3%
NC(=O)c1ccccc1N=Cc1ccccn1,i,16,-16,-8,i,0.5,14%,3%,0.1%,-1.9,978,34%,0.9%
NC(=O)c1ccccc1NC(=O)/C=C/c1ccc(Cl)cc1,i,32,-2,5,i,4.4,6%,10%,0.8%,-0.8,1079,4%,-0.5%
O=C1c2nc3ccccn3c2C(=O)N1Cc1ccccc1,i,31,18,20,i,1.4,18%,5%,5.1%,-0.5,795,7%,-0.6%
c1ccc(-c2csc3ncnc(N4CCc5ccccc5C4)c23)cc1,i,26,70*,-19*,i,1.8,5%,4%,4.9%,4.0,506,4%,1.1%
COc1ccccc1C(=O)NCCCNc1ccc([N+](=O)[O-])cc1,i,51,-8,5,i,0.5,7%,3%,1.0%,-2.1,1172,0%,0.0%
COC(=O)C(NC(=O)c1c(C)nn(C)c1Cl)c1ccccc1 (stereo unspecified),i,18,-1,7,i,0.1,8%,5%,0.4%,-0.6,1022,-3%,-0.1%
COc1ccccc1NC(=O)Cc1nnc(SCC(=O)c2ccccc2)n1C,i,48,/,/,i,0.2,8%,8%,5.2%,/,/,-7%,-0.1%
CC(CCc1ccccc1)NC(=O)CNc1cccc([N+](=O)[O-])c1 (stereo unspecified),i,38,/,/,i,0.3,1%,5%,16%,/,/,7%,-0.8%
c1ccc(-c2nnc(CN3CCC4(CC3)OCCO4)o2)cc1,i,43,11,3,i,0.8,3%,0%,1.2%,-0.1,996,5%,0.3%
COc1ccc(C(=O)NCC(c2cccnc2)N2CCN(c3ccccc3)CC2)cc1OC (stereo unspecified),i,40,0,-3,i,1.8,1%,1%,0.6%,-4.4,1193,-8%,-0.7%
N#CCCn1ncn(-c2ccccc2)c1=S,i,26,0,-3,i,1.1,9%,13%,3.9%,-6.3,1203,10%,0.0%
Cc1cc(C)c(C#N)c(Nc2ccc(F)cc2)n1,i,35,/,/,i,0.6,2%,11%,2.9%,/,/,1%,-0.3%
CCCC1=NN(c2ccc([N+](=O)[O-])cc2)C(=O)/C1=C\N(C)C,i,46,10,8,i,0.2,5%,4%,1.5%,0.7,957,3%,0.1%
COc1ccccc1Nc1c2ccccc2nc2ccccc12,i,49,/,/,?,/,9%,/,3.6%,/,/,9%,?
N#Cc1nc(-c2ccc(Cl)cc2)oc1N1CCCCC1,i,6,6,0,i,2.0,-2%,11%,1.3%,0.5,1374,1%,0.3%
CC(=O)Nc1ccc(SCC(=O)Nc2sccc2C#N)cc1,i,12,-2,-12,i,1.0,14%,5%,0.7%,-2.2,1120,0%,-0.1%
COc1ccc(NC(=O)NCc2cccnc2)cc1,i,67,/,/,i,0.5,22%,5%,2.0%,/,/,6%,-0.5%
COc1ccc(-c2cn(CCC(=O)NCc3ccc(C)cc3)c(CCN)n2)cc1,i,13,/,/,i,2.0,4%,10%,-1.3%,/,/,-3%,/
O=C(CNC(=O)Cc1ccccc1)NCC(=O)N1CCCCC1,i,30,/,/,i,0.7,6%,5%,0.7%,/,/,-3%,0.1%
Cn1ccnc1Sc1cc(Cl)ccc1[N+](=O)[O-],i,58,6,-8,i,0.2,2%,2%,-0.3%,-1.7,984,6%,0.8%
N#Cc1cc([N+](=O)[O-])cnc1N(CCO)CCO,i,34,-13,-14,i,1.0,4%,3%,2.0%,0.4,959,-3%,0.7%
COc1ccc(N2CCN(C(=O)c3oc4ccccc4c3NC(=O)Cc3cccc(OC)c3)CC2)cc1,i,29,/,/,i,1.3,31%,15%,13%,/,/,-10%,-0.4%
COc1cc2c(cc1NC(=S)NC(=O)/C=C/c1ccc(OC)c(OC)c1)oc1ccccc12,/,/,3,1,i,1.9,-9%,-5%,/,0.3,1012,20%,-0.3%
CCCCCC1CC(=O)C=C(C)C1C(=O)OC (stereo unspecified),i,43,/,/,i,0.2,7%,2%,1.5%,-0.4,1106,-1%,0.4%
Cc1nn(CC2CC2)c(=O)n1-c1ccc(C(C)C)cc1,i,60,-10,3,i,0.7,8%,-4%,0.0%,-4.0,1043,-5%,-1.0%
COc1ccc(NC(=O)c2c(-c3c(Cl)cccc3Cl)noc2C)cn1,i,44,/,/,i,0.9,28%,0%,1.2%,/,/,-6%,-0.5%
Cn1nnc(NC(=S)NC(=O)c2ccccc2)n1,i,30,/,/,i,0.3,9%,3%,/,1.0,1295,-4%,0.3%
CCc1n[nH]c(=S)n1N=C1CCC(C)CC1 (stereo unspecified),i,61,-26,-24,i,0.2,7%,-15%,1.2%,-1.9,1113,-11%,0.5%
CCn1c(SCC(=O)N2CC(C)OC(C)C2)nc2c([nH]c3ccccc32)c1=O (stereo unspecified),i,32,/,/,i,3.2,23%,6%,2.6%,/,/,-4%,0.1%
Cc1cc2oc(=O)cc(CN3CCC(C)CC3)c2cc1C,i,21,/,/,i,1.0,4%,12%,1.7%,/,/,-2%,-1.3%
CN(C)c1ccc(P(=O)(Nc2ccc([N+](=O)[O-])cc2)N2CCOCC2)c(NC(=O)c2cccs2)c1 (stereo unspecified),i,37,-14,1,i,0.5,20%,2%,3.2%,-0.2,1110,8%,-1.1%
CN1CCC(N(C)S(=O)(=O)c2ccc(NC(=O)COc3ccc(F)cc3)cc2)CC1,i,58,/,/,i,1.0,14%,4%,-2.7%,/,/,6%,/
CCCc1nc2c(C)cc(-c3nc4ccccc4n3C)cc2n1Cc1ccc(-c2ccccc2C(=O)O)cc1,i,57,-6,1,/,/,16%&3%,/,4.6%,0.3,1151,0%&-8%,0.8%
COc1ccc(C(CCNC(C)c2ccccc2)C(C)C)cc1 (stereo unspecified),i,16,/,/,i,1.9,-1%,/,-0.3%,-4.0,1128,-11%,-1.8%
CC1Cc2ccccc2N1C(=O)c1cc2c(=O)n3ccccc3nc2n1C (stereo unspecified),i,3,-15,-61,i,0.6,32%,0%,11%,0.0,1371,-18%,-0.5%
CC1CCN(CC[C@H]2CCCN2S(=O)(=O)c2cccc(O)c2)CC1,i,18,/,/,i,1.9,17%,2%,-1.7%,/,/,1%,/

# Profiles, quoted from the list. Order of values: T cell modulator, T cell modulator vesicle-bound %, WT yeast gro inh, WT yeast gro inh mutant strain, Myeloid diff MLP, Myeloid diff MLP GFP+ MAC1+ %, Large T inhibition, MgcRacGAP inhibition, RSV CPE inhibition, b-catenin transl, b-catenin transl cell count 5 µM, PhoP inhibition, West Nile virus CPE
# CC1CCN(CC[C@H]2CCCN2S(=O)(=O)c2cccc(O)c2)CC1 is listed as i, 18, /, /, i, 1.9, 17%, 2%, -1.7%, /, /, 1%, /
# CCCc1nc2c(C)cc(-c3nc4ccccc4n3C)cc2n1Cc1ccc(-c2ccccc2C(=O)O)cc1 is listed as i, 57, -6, 1, /, /, 16%&3%, /, 4.6%, 0.3, 1151, 0%&-8%, 0.8%
